Source: PubChem (Broad Institute)
ERAP1 HTS inh: human ERAP1 aminopeptidase inhibitors, primary screen, biochemical, single point, plate reader. Endoplasmic reticulum aminopeptidase 1 (Homo sapiens), Q9NZ08. recombinant ERAP1, Leu-AMC fluorescence, 60 min. inhibition, % at 10.7 µM. 340,000 tested, 0.15% active. AID 652197, 2013;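 active = mean replicate inhibition of at least 30%, or all replicates individually reaching that 30% level; inactive = mean below 30% and not every replicate reaching it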;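 also: 0% = neutral control wells and 100% = L-leucinethiol positive control wells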
Target sequence (Q9NZ08 whole entry, looked up): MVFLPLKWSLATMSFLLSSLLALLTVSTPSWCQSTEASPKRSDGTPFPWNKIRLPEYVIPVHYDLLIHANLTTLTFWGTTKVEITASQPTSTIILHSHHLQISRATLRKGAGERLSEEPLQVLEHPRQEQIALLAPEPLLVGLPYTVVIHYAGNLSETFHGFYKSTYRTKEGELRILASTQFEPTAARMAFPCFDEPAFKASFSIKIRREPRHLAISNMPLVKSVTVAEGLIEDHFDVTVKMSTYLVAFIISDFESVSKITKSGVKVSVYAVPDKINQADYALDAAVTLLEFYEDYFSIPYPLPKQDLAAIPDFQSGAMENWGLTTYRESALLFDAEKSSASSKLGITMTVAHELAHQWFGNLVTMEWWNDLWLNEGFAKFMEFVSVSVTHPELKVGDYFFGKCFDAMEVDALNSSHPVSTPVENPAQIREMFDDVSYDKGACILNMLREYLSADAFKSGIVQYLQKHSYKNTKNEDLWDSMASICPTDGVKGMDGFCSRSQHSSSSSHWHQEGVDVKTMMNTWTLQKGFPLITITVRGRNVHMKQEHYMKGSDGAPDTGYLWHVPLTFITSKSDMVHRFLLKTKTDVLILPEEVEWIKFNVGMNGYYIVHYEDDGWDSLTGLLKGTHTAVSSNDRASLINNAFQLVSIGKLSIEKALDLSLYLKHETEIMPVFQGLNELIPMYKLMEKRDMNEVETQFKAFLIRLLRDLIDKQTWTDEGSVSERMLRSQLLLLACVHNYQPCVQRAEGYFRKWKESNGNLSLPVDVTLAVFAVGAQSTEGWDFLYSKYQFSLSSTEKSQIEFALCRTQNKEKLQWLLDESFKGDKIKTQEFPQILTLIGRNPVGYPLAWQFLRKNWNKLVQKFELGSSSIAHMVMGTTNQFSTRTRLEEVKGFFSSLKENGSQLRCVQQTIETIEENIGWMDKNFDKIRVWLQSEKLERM
FN deposit inh: inhibitors of fibronectin matrix deposition, primary screen, AH1F cells, Alexa488-fibronectin fluorescence, plate reader; AH1F fibroblasts, overnight; inhibition, % at 12.6 µM; 350,000 tested, 0.086% active; AID 743247, 2014;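 active = mean inhibition across replicates of 30% or more, regardless of how many single replicates reach that level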;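 also: positive control wells lacked labelled fibronectin entirely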
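Material: AH1F fibroblast monolayer depositing Alexa488-labelled fibronectin into matrix / Amount: 10000 AH1F cells per well / Signal: fluorescence 485/525 nm / Medium: DMEM, 2% serum / Compound: single dose, pinned / Incubation: 1 h cell adhesion before compound, then overnight fibronectin incubation / Reagent: Alexa488-FN, 24 nM final / Read-out: inhibition of fibronectin deposition signal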
EWS-Fli inh: EWS/Fli-driven NR0B1 reporter inhibitors, primary screen, A673 cells, NR0B1 luciferase, luminescence, MLPCN library. viability-normalised. inhibition, % at 12.6 µM. 350,000 tested, 0.67% active. AID 651661, 2012;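 active = mean inhibition of at least 50% after viability correction, with every replicate also passing that limit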;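 also: firefly luciferase signal divided by Alamar Blue viability fluorescence both relative to DMSO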
LGR2 antag: inhibitors of bursicon-induced LGR2 CRE-luciferase signal, primary screen, cell-based, HEK293, CRE-luciferase reporter, bursicon stimulation; Drosophila bursicon receptor LGR2 (rickets); bursicon-stimulated, 4 h; inhibition, % at 9.99 µM; 380,000 tested, 0.35% active; AID 720647, 2013;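 active = drop in luminescence signal, shown as inhibition above about 50% in the replicate tests, limit read from the data, passing the limit was not always enough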;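 also: agonist challenge used bursicon conditioned medium at about half maximal strength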
PGC1a acetyl inh: inhibitors of PGC1a acetylation signal, primary screen, cell-based, U2OS, AlphaScreen, inhibitor mode | AlphaScreen anti-acetyl-lysine; with virally co-expressed GCN5 acetyltransferase | inhibition, % at 15.6 µM | 350,000 tested, 0.17% active | AID 651687, 2012;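 active = every replicate shows inhibition of at least 40%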;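 also: 0% = neutral control wells and 100% = positive control wells; some results beyond the cut were filed as inactive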
PAX8 reporter: inhibitors of PAX8-driven TPO luciferase reporter, primary screen, RMG-I cells, single concentration; 360,000 tested, 1.2% active; inhibition, % at 12.6 µM; SteadyGlo, 24 h;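 active = mean replicate inhibition at least 60% with every replicate also reaching 60%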;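 also: luciferase light reporting Pax8 driven TPO promoter activity; plate controls were median of neutral control wells for no effect and mitoxantrone controls for full effect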
PglD inh: C. jejuni PglD acetyltransferase inhibitors, primary screen, biochemical, DTNB colorimetric, single point. AID 602405, 2012. inhibition, % at 12.5 µM. UDP-N-acetylbacillosamine N-acetyltransferase PglD (Campylobacter jejuni). purified PglD enzyme, DTNB colorimetric CoA detection. 360,000 tested, 0.098% active; in the data active = inhibition above about 16%, passing the limit was not always enough; also: strong numbers were not always called active
S100A4 MyoIIA: inhibitors of S100A4-myosin IIA peptide binding, primary screen, biochemical, fluorescence polarization, TAMRA-MyoIIA peptide | Protein S100-A4 (Homo sapiens), P26447 | inhibition, % at 10.7 µM | 360,000 tested, 0.14% active | AID 652163, 2013;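 active = mean inhibition of at least 70% across replicates, with every replicate also reaching that level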
Target sequence (P26447 whole entry, looked up): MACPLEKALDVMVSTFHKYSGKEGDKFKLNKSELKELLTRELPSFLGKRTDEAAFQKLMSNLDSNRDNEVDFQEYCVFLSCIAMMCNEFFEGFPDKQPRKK
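Assay system: human S100A4 monomer with TAMRA-labelled myosin IIA peptide / Buffer or medium: Calcium-containing HEPES buffer, pH 7.2 / Reagent: TAMRA-labelled myosin IIA heavy-chain peptide probe, 5 nM / Compound: one dose per compound / Timing: polarization read 5 min after assay mix addition, stable 5–60 min / Benchmarks: neutral control DMSO, positive control TFP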
Starred values were filed as active, the others as inactive; x = not tested or not shown; & = joins results of further samples.

SMILES	ERAP1 HTS inh	FN deposit inh	EWS-Fli inh	LGR2 antag	PGC1a acetyl inh	PAX8 reporter	PglD inh	S100A4 MyoIIA
CC1CN(CCS(=O)(=O)c2cc(Cl)ccc2Cl)CC(C)O1 (centres undefined)	-5	-5	8	-4	-2	-3	-1	6
CCOC(=O)C1CCCN(C(=O)c2cc(S(=O)(=O)N3CCCCC3)c[nH]2)C1 (centres undefined)	1	0	5	10	-7	-8	x	4
Cc1noc(C)c1S(=O)(=O)N(C)C[C@H]1Oc2ccc(NC(=O)C3CCCCC3)cc2CC(=O)N([C@H](C)CO)C[C@@H]1C	1	x	-1	-12	5	x	2	-2
N#CC1=C(SCC(=O)Nc2nccs2)NC(=O)CC1c1ccccc1 (centres undefined)	0	x	-9	4	8	x	4	-2
CC(C)NC(=O)N[C@H]1CC[C@@H](CC(=O)NCCCN(C)C)O[C@H]1CO	0	-1	-5	2	-4	-9	3	2
CCN(CC)c1ccc2c(cc1=O)[C@@H](NC)CCc1cc(OC)c(OC)c(OC)c1-2	5	-28	60*	-1	x	98*	0	-7
COCCNC(=O)C[C@@H]1CC[C@@H]2[C@H](COC[C@@H](O)CN2Cc2cccc(-c3ccncc3)c2)O1	-1	-13	-5	11	-20	-6	4	-7
Nc1nc(=O)n(C2CCC(CO)O2)cc1F (centres undefined)	-2	5	-11	-1	x	-6	x	5
CCCOc1ccc(CCc2n[nH]c(=S)n2-c2ccccc2)cc1	1	x	10	2	4	3	x	-2
COCC(=O)N1[C@@H](C#N)[C@@H](c2ccc(-c3cccc(F)c3)cc2)[C@@H]1CO	2	4	-2	-1	6	2	-5	-5
COCCn1c(N)c(N(Cc2ccccc2)C(=O)C2CCCCC2)c(=O)[nH]c1=O	-4	x	5	-1	x	28	x	-5
COC(=O)[C@@H]1[C@@H](CO)[C@@H]2Cn3c(ccc(-c4ccncc4)c3=O)[C@@H]2N1CC1CCCCC1	2	x	-2	6	-1	-5	-3	-4
CCCCN(C)C(=O)c1sc(=O)n(Cc2ccc(Cl)c(Cl)c2)c1C	x	-2	2	-2	x	14	0	22
C[C@@H]1CN([C@@H](C)CO)C(=O)c2c(c3ccccc3n2C)-c2ccccc2CO[C@H]1CN(C)S(=O)(=O)c1cccc(C#N)c1	-2	-20	1	11	6	31	-2	5
C[C@H]1CN([C@@H](C)CO)C(=O)c2ccccc2-c2ccccc2CO[C@H]1CN(C)S(=O)(=O)c1cccc(F)c1	1	3	-2	-9	2	-15	7	10
CC1(C)CC(=O)N(c2cc(Cl)cc(Cl)c2)C(=O)C1	6	5	2	11	-3	-4	-5	-5
CC[C@H](NC(=O)c1c(C)c(-c2ccccc2)nc2ccccc12)c1ccccc1	3	-6	-1	x	7	0	-2	3
CC(=O)c1ccc(OCC(=O)NC(=O)NC2CCCCC2)cc1	-1	2	12	9	4	8	1	-2
CC1(c2ccc(OC(F)F)cc2)NC(=O)N(CC(=O)NCCC2=CCCCC2)C1=O (centres undefined)	0	10	3	4	-7	4	-5	-1
CCCNC(=O)CCn1cc(-c2ccc(OC)cc2)nc1-c1ccncc1	-4	-7	4	-13	-1	-2	5	1
CC(=O)Nc1ccc(NC(=O)c2cc(C3CC3)nc3c2cnn3C(C)C)cc1	3	x	8	4	x	-4	4	-2
c1ccc(-c2noc(CCC3CCCC3)n2)cc1	1	-8	-87	-52	11	-28	7	0
CCOc1ccc(C(CCc2ccccc2)NC(=O)c2ccccc2F)cc1OCC (centres undefined)	0	x	5	3	-4	x	0	0
C[C@H]1CCCCO[C@H](CN(C)S(=O)(=O)c2ccc(Cl)cc2)[C@@H](C)CN([C@@H](C)CO)C(=O)c2cc(NC(=O)CCC(F)(F)F)ccc2O1	0	-1	1	0	-3	48	-4	-8
Cc1nnsc1C(=O)N1CCCC1(C)C(=O)O (centres undefined)	0	17	-6	-15	-14	2	-3	3
Cc1cc(NC(=O)c2ccc(F)c(S(=O)(=O)N3CCCCC3)c2)no1	-3	-16	-5	11	-7	10	-1	-4
Cc1cc2n(n1)SC(Nc1cccc3ccccc13)N2 (centres undefined)	x	-4	x	x	9	-81	-1	x
COc1ccc(S(=O)(=O)N(C)C[C@@H]2Oc3c(NC(=O)Nc4ccc(C(F)(F)F)cc4)cccc3C(=O)N([C@H](C)CO)C[C@H]2C)cc1	1	-2	-9	-22	-10	51	-2	-28
O=C(C[C@@H]1C=C[C@H](NC(=O)Nc2ccc(C(F)(F)F)cc2)[C@H](CO)O1)NCCN1CCCC1	0	2	-10	-33	-26	75*	2	-11
Cn1c(=O)c2c(nc(N3CCCCCC3)n2CCSc2nc3ccccc3o2)n(C)c1=O	1	7	11	-3	x	-8	-3	11
COc1cc(NC(=O)c2ccco2)c(OC)cc1NC(=O)CCC(=O)Nc1cc(C)cc(C)c1	x	6	x	x	-2	21	7	x
Cc1ccc2c(c1)N(CC(=O)NCCCN1CCOCC1)C(=O)C(C(C)C)O2 (centres undefined)	-6	-2	2	-8	x	-9	x	1
CCn1cc([N+](=O)[O-])c(C(=O)N2CCCCCC2)n1	-10	5	-2	0	x	x	-6	8
CC1(C(=O)N2CCC(CO)(Cc3cccc(C(F)(F)F)c3)CC2)CC1	-3	-1	2	16	-14	17	9	5
O=C(Nn1c(=S)[nH]c2ccccc2c1=O)c1ccncc1	2	x	x	20	x	x	0	0
COC(=O)/C=C/c1ccc(OC(=O)c2ccncc2)cc1	7	3	-3	-2	x	-14	x	-3
CO[C@@H](CN(C)Cc1cc(F)ccc1F)[C@H](C)CN(C(=O)Nc1ccc(C(F)(F)F)cc1)[C@H](C)CO	-1	-11	-3	11	6	x	-1	-1
COc1ccc2cc3[n+](cc2c1OC)CCc1cc2c(cc1-3)OCO2	0&5	-6&-11	6&10	5&2	-1&15	46&12	1&-6	7&-8
COc1ccc(CNC(=O)c2cc3ccccc3oc2=O)cc1	3	-5	-14	-14	7	-21	-4	-25
Cc1c(OC(C)C(=O)NCCN2CCOCC2)ccc2c(-c3ccccc3)cc(=O)oc12 (centres undefined)	2	0	1	0	5	4	-8	-2
CCCCCOC(=O)C1=C(C)NC(=O)NC1c1ccccc1 (centres undefined)	0	0	9	-1	-23	27	0	-13
C[C@H]1CCCCO[C@@H](CN(C)C(=O)Nc2ccc(F)cc2)[C@@H](C)CN([C@@H](C)CO)C(=O)c2cc(NC(=O)C3CCCCC3)ccc2O1	-1	x	19	66*	1	12	-1	2
Cn1nc([N+](=O)[O-])nc1Oc1ccc2ccccc2c1	x	-10	x	8	-5	x	-2	x
COC(=O)C1=C(C)N(CCc2ccc(OC)c(OC)c2)C(=O)/C1=C\c1ccc(O)cc1	4	6	4	24	x	16	x	-2
Cc1ccc(/C=C2/N=C(c3ccccc3)NNC2=O)cc1	-2	7	10	x	13	-49	5	-27
C[C@@H]1CCCCO[C@H](CN(C)C(=O)Nc2ccccc2)[C@H](C)CN([C@@H](C)CO)C(=O)c2cc(NC(=O)Nc3ccc4c(c3)OCO4)ccc2O1	0	0	2	3	-6	13	3	4
CC(C)NC(=O)c1cc(C2CCCCN2C(=O)c2ccc(C#N)cc2)on1 (centres undefined)	1	17	7	25	5	-7	4	4
COC(=O)[C@]12CCCCC=C1N(Cc1ccc(Cl)cc1Cl)C(=O)[C@H](CC(=O)NCc1cccc3ccccc13)C2	1	-4	1	12	x	12	x	-2
COc1ccc(CNC(=O)CSCc2c(F)cccc2Cl)cc1	x	2	-2	-10	5	-9	-3	3
CNc1nc(NCc2ccccc2)c2ccccc2n1	-7	-11	11	24	-2	-6	0	2

More compounds:
SMILES	ERAP1 HTS inh	FN deposit inh	EWS-Fli inh	LGR2 antag	PGC1a acetyl inh	PAX8 reporter	PglD inh	S100A4 MyoIIA
COC(=O)C1=C(C)N(C)C(=O)NC1c1ccc([N+](=O)[O-])o1 (centres undefined)	2	8	1	x	x	8	x	-9
C/C=C/c1ccc([C@@H]2[C@@H](CO)N(C(C)=O)C23CN(C(=O)c2ccc(F)cc2)C3)cc1	-3	x	0	-5	6	22	x	-1
CC1CCN(CC(=O)N2CCN(c3ccccc3)CC2)CC1	0	7	2	7	x	-7	-2	-4
O=C(Cc1ccccc1)N1CC(=O)N2[C@@H](CO)[C@@H](c3ccc(C#Cc4ccccc4)cc3)[C@@H]2C1	-1	x	x	-13	-5	x	x	-10
CCOc1ccc(-c2cn[nH]c2N)cc1	0	x	-11	-14	2	x	5	-2
COC(=O)c1ccccc1S(=O)(=O)N1CCC(C(=O)NC2=NCCS2)CC1	0	6	-2	4	x	-2	-5	-11
CO[C@@H]1CN(C)C(=O)c2cc(NC(C)=O)ccc2OC[C@H](C)N(CC2CCCCC2)C[C@H]1C	x	-15	-8	-3	-4	0	7	x
Oc1ccccc1-n1c(-c2ccccc2)ccc1-c1ccccc1	-1	4	29	26	x	-3	-6	-10
Cc1cccnc1NC(=O)Cn1c(=O)oc2ccccc21	2	-6	6	9	x	13	0	-4
Cc1cccc(OCC(=O)N=Nc2c(O)[nH]c3ccc([N+](=O)[O-])cc23)c1	-1	1	4	3	x	38	x	-4
COc1cccc(CNc2nc(NCc3ccccc3OC)nc3ccsc23)c1	-2	1	20	9	x	28	-1	22
CCC(Oc1ccccc1)C(=O)Nc1cc(C)on1 (centres undefined)	-6	1	-9	-39	x	-27	-5	-2
O=C(C[C@@H]1CC[C@@H]2[C@H](COC[C@H](O)CN2S(=O)(=O)c2cccc(Cl)c2)O1)NCc1ccc2c(c1)OCO2	0	-1	0	0	7	6	5	5
CCN(C(=O)CSc1ncn[nH]1)c1c(N)n(Cc2ccccc2)c(=O)[nH]c1=O	5	4	-12	-1	-1	0	-4	-1
COC(=O)c1ccc(CSc2ccc3nnc(-c4cccc(F)c4)n3n2)o1	x	0	4	15	14	6	-2	3
CCOc1ccc(CNC2CCCCCCC2)cc1OC	1	-16	9	-5	7	5	4	10
C[C@H]1CCCCO[C@@H](CN(C)S(=O)(=O)c2ccc(F)cc2)[C@@H](C)CN([C@@H](C)CO)C(=O)c2cc(NC(=O)Nc3ccc4c(c3)OCO4)ccc2O1	-1&-2	1	14	7	4&1	4&9	-3	-1&2
CCOc1ccc(CCN2C(=O)C(=O)N([C@@H](Cc3ccccc3)CN3CCC[C@H]3CN3C(=O)C(=O)NC[C@@H]3Cc3ccccc3)C[C@@H]2CC(C)C)cc1	0	-12	23	22	x	-4	x	-2

Complete entries, looked up by structure. Screens in order: ERAP1 HTS inh | FN deposit inh | EWS-Fli inh | LGR2 antag | PGC1a acetyl inh | PAX8 reporter | PglD inh | S100A4 MyoIIA
CCOc1ccc(CCN2C(=O)C(=O)N([C@@H](Cc3ccccc3)CN3CCC[C@H]3CN3C(=O)C(=O)NC[C@@H]3Cc3ccccc3)C[C@@H]2CC(C)C)cc1 as listed: 0 | -12 | 23 | 22 | x | -4 | x | -2
CC(=O)Nc1ccc(NC(=O)c2cc(C3CC3)nc3c2cnn3C(C)C)cc1 as listed: 3 | x | 8 | 4 | x | -4 | 4 | -2
C[C@@H]1CN([C@@H](C)CO)C(=O)c2c(c3ccccc3n2C)-c2ccccc2CO[C@H]1CN(C)S(=O)(=O)c1cccc(C#N)c1 as listed: -2 | -20 | 1 | 11 | 6 | 31 | -2 | 5
